# Compound activity: PubChem BioAssay, several laboratories
# Anthrax LF inh2 – blocks Bacillus anthracis lethal factor protease. P15917. multiplex microsphere protease cleavage assay, LF. inhibition, % at 10 µM. hit rate 0.12% among 360,000. AID 588501; note: plate controls were buffer without enzyme for full effect and enzyme alone for no effect
# CCHFV vOTU inh – CCHFV vOTU protease inhibition; inhibition, % at 11.5 µM; hit rate 0.55% among 370,000; Pep-AMC fluorescence; in the data active = inhibition above about 30%; note: 0% = vehicle wells with enzyme and 100% = no enzyme wells
# BoNT A protease – BoNT A light chain protease inhibition | multiplex microsphere protease substrate cleavage, flow cytometry | inhibition, % at 10 µM | hit rate 0.17% among 360,000 | AID 588499; note: plate controls were buffer without enzyme for full effect and enzyme alone for no effect
# DUSP3 inh – inhibitors of human VHR1 phosphatase (DUSP3). AID 1654. hit rate 0.52% among 290,000. recombinant VHR phosphatase, pNPP absorbance. inhibition, % at 13.3 µM; in the data active = inhibition above about 50%; note: some compounds called inactive have numbers as strong as hits
# Target sequence (P51452 whole entry, looked up): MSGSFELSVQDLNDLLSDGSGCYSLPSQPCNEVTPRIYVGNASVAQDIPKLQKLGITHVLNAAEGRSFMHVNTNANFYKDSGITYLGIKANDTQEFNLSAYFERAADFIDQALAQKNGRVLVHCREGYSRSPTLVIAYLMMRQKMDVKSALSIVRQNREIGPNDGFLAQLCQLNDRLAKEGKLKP
# Rv3671c inh – inhibitors of M. tuberculosis serine protease Rv3671c; P9WHR9; hit rate 0.048% among 320,000; inhibition, % at 5.96 µM; AID 2606; in the data active = inhibition above about 38%;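 note: extracellular domain of Rv3671c used as enzyme; 0% = enzyme with DMSO and 100% = no enzyme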
# Target sequence (P9WHR9 whole entry, looked up, the tested form may be a part): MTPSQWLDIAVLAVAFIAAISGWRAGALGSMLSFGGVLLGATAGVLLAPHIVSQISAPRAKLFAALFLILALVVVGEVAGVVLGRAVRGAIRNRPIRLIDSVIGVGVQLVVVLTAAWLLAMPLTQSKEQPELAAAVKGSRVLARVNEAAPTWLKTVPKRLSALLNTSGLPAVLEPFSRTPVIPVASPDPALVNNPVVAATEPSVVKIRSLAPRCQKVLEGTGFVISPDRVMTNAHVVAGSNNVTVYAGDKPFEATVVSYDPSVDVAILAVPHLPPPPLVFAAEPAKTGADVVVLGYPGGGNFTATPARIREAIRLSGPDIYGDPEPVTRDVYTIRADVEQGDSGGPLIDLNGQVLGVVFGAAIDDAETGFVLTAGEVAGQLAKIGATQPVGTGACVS
# 3CLpro inhibitor – SARS-CoV 3CLpro protease inhibition; recombinant SARS-CoV 3CLpro, quenched FRET peptide cleavage; inhibition, % at 6 µM; hit rate 0.14% among 290,000; AID 1706; in the data active = inhibition above about 12%
# PriA SSB inh – inhibitors of Klebsiella pneumoniae PriA binding to SSB C-terminal tail; hit rate 0.6% among 430,000; AID 1272365; AlphaScreen SSBct-PriA binding, biotinylated peptide; inhibition, % at 33 µM; in the data active = inhibition mostly above about 37%, no sharp cut-off; inactive = mostly below about 20%;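 note: plate controls were negative control peptide for no effect and reference peptide for full effect; strong numbers were not always called active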
# PrPC surface inh – inhibitors of human cell surface prion protein PrPC | hit rate 0.43% among 370,000 | inhibition, % at 13.8 µM | P04156 | TR-FRET read-out; in the data active = inhibition above about 24%; note: 0% = median of the test wells and 100% = reference compound wells
# BoNT F protease – blocks Botulinum neurotoxin F light chain protease; inhibition, % at 10 µM; hit rate 0.22% among 360,000; AID 588497; Multiplex microsphere protease cleavage assay, flow cytometry; in the data active = inhibition above about 35%, passing the limit was not always enough; inconclusive = no clear call, values can overlap the other calls; note: plate controls were buffer without enzyme for full effect and enzyme alone for no effect
# MazF activator – MazEF (E. coli) toxin RNase activation | P0AE70 | FAM/BHQ RNA-DNA oligo cleavage fluorescence, 5 h | activation, % at 20 µM | hit rate 0.32% among 350,000; in the data active = activation above about 50%
# Target sequence (P0AE70 whole entry, looked up): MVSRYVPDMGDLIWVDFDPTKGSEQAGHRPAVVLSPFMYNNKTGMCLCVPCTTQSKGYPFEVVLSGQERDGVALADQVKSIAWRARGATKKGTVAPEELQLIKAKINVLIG
# Active calls of the source: *; ? = inconclusive; . = not tested or not shown. Cut-off read from the data, not from the text of the source, unless noted: active = inhibition above about 30%; inconclusive = no clear call, values can overlap the other calls; inactive = below that. These rows are one share of the data; count on the stated rates, not on these rows.
SMILES,Anthrax LF inh2,CCHFV vOTU inh,BoNT A protease,DUSP3 inh,Rv3671c inh,3CLpro inhibitor,PriA SSB inh,PrPC surface inh,BoNT F protease,MazF activator
CCCc1cc(C(=O)NNC(=S)NC2CCCCC2)cs1,1,14,-2.8,2,-5,2,15,5,-9,0
O=C(CSc1nnc2ccccn12)NCc1cccs1,1,12,0.3,-38,-5,5,-3,5,-2,5
CS(=O)(=O)N(CC(O)CON=C1c2ccccc2-c2ccccc21)c1ccc(F)cc1 (configuration not stated),-7,-2,0.3,7,-13,-1,-2,-1,-2,-9
COc1ccc(OC)c(C2=NOC(C(=O)NCc3ccccn3)C2)c1 (configuration not stated),-1,-20,-0.9,0,-5,4,3,4,-7,7
O=C1C2CCCN2C(=O)N1CCCN1CCN(c2ccc([N+](=O)[O-])cc2)CC1 (configuration not stated),12,-16,-2.7,0,1,4,-6,-26,46*,-19
Clc1ccc(CN2CCN(c3ncccn3)CC2)cc1,13,10,-2.4,9,1,4,0,6,?,6
N#C/C=C/N1CCC(Cc2ccccc2)CC1,-2,5,1.4,-14,-6,-3,-4,4,-4,-2
CCOC(=O)c1oc2c(CN3CCN(C)CC3)c(O)c(CC)cc2c(=O)c1-c1nc2ccccc2s1,-6,5,-0.1,.,.,.,0,-3,-1,5
C=CCn1c(SCc2cccc3ccccc23)nnc1-c1cccnc1,2,-2,2.0,14,-3,-3,2,8,3,0
NC(=O)C1CCN(c2oc(/C=C/c3ccc(F)cc3)nc2S(=O)(=O)c2ccccc2)CC1,0,8,-0.2,-27,-4,-1,-5,0,3,3
O=C(c1ccc([N+](=O)[O-])cc1)N1CCN(c2cccc3[nH]ccc23)CC1,-14,-7,-0.4,5,5,-1,9,-22,-4,3
CCCCc1nnc(NC(=O)c2ccc3c(=O)n4c(nc3c2)CCC4)s1,2,6,-0.1,.,-11,.,-10,1,-2,0
COc1cc(/C=N/NC(=O)c2ccoc2C)ccc1O,-1,18,0.2,21,-7,-6,.,-2,-2,-1
CCOC(=O)c1c(NC(=O)COC)sc(C)c1C,-5,3,-0.4,18,-6,-1,-1,-4,-1,-3
Cc1cc(C)n2c(NCc3ccccc3)c(CCc3ccccc3)nc2n1,10,1,0.3,.,.,.,.,3,7,.
O=C(C[C@H]1C[C@H](C(=O)N2CCCCC2)[C@@]2(CCc3ccccc3)c3[nH]c4ccc(Cl)cc4c3CCN2C1=O)NCc1cccc(C(F)(F)F)c1,2,-6,0.2,.,.,.,-6,6,-8,-16
COc1ccc(OC)c(NC(=O)CSc2nnc(CNC(=O)c3cccs3)o2)c1,-2,7,-0.5,22,0,-3,9,5,0,-3
O=c1c2[nH]c3ccccc3c2ncn1CCN1CCOCC1,-1,8,1.0,36,3,1,5,6,17,0
Cc1ccc(NC(=O)COc2ccc(C(=O)c3ccccc3)cc2)c(O)c1,-1,3,-0.3,19,3,4,5,-1,4,-15
O=C(Nc1ccc(C(=O)N2CCCCC2)cc1)C1CC1,-1,-12,-0.1,.,.,.,-19,1,-2,1
COc1ccc(C(=O)COC(=O)c2ccccn2)c(OC)c1,-8,-4,-0.4,.,2,.,-10,4,1,3
COc1ccc2c(c1)NC(C)(C)C=C2C,-5,-2,0.2,33,4,-3,9,8,-34,2
N#CC1=C(N)Oc2c(O)cc3ccccc3c2C1c1ccsc1 (configuration not stated),0,14,-0.5,-9,-14,1,11,5,-5,-5
COc1cc(NC(=O)c2ccccc2)c(OC)cc1NC(=O)Cc1ccc(C)cc1,20,-5,0.6,17,6,1,9,-2,27,8
Cc1nc2ccc(NC(=O)c3ccco3)cc2nc1C,-10,0,-0.1,10,-2,-3,-13,1,1,0
COc1cccc(C(=O)NC2CC3CCCC(C2)N3CC(=O)Nc2ccccc2)c1 (configuration not stated),-3,-2,0.8,-1,-15,6,-10,-2,-4,-1
CC(C)CNC(=S)N1CCN(c2nc3ccccc3s2)CC1,-7,5,0.2,-7,-1,3,-9,8,-8,-4
CCCN=C(N)/C(C(=O)OCC)=C(\O)c1ccc(OC)cc1,-12,0,3.9,10,-7,-4,.,-6,2,-1
CC(C)(C)c1ccc(NC(=O)CSc2nnc(-c3n[nH]c4ccccc34)o2)cc1,1,6,-0.7,-17,-111,-4,-13,7,-1,1
CC(=O)NNC(=S)NC(=O)C(c1ccccc1)c1ccccc1,-3,8,-0.7,0,6,4,-5,-4,-8,2
CCN(CC(=O)N1CCN(C)CC1)S(=O)(=O)c1ccc(Cl)cc1,0,10,0.3,17,0,-2,-4,-2,-5,-3
COC(=O)[C@@H](NC(=O)NC(C)CCc1ccccc1)C(C)C (some centres not stated),0,10,-0.8,10,-4,-4,2,4,2,7
C[C@@H]1NC(=O)[C@H](CC(N)=O)NC(=O)c2cc([N+](=O)[O-])cc(I)c2OCC[C@@H](C(=O)NC(CC(=O)O)C(N)=O)NC1=O (some centres not stated),.,7,.,8,5,0,-4,-15,.,2
Cc1cc2[nH]c(=O)c(=O)[nH]c2cc1S(=O)(=O)NCc1ccc(Cl)cc1,3,.,0.0,13,5,3,-6,.,-2,11
Cc1ccc(-c2cc(C(F)F)n3ncc(C(=O)N4CCCCC4c4cccnc4)c3n2)cc1 (configuration not stated),1,17,-0.2,3,0,2,2,-8,-1,4
Cc1ccc(N2NC(=O)/C(=C/c3ccc(-c4ccc(Cl)c(C(=O)O)c4)o3)C2=O)cc1,-1,6,0.2,2,-1,2,11,-1,-1,2
COc1ccccc1C(=O)NC(=O)COC(=O)CN1C(=O)NC(C)(C)C1=O,-2,-6,0.0,.,-13,.,-16,-2,-4,-4
Cc1cc(-c2cc(NC=O)c3ncc(-c4cccc(C(=O)NCCN(C)C)c4)n3c2)cc(C)c1O,-11,5,0.6,.,.,.,.,-14,-50,.
CCOc1ccc(N2C(=O)CC(N)C2=O)cc1 (configuration not stated),-1,-3,-0.2,14,-5,-5,0,-4,-9,2
Cc1cc(C)cc(N(C(=O)c2ccccn2)C(C(=O)NC2CCCCC2)c2cccs2)c1 (configuration not stated),-3,10,0.3,16,-14,-1,-17,2,-8,-2
CCc1nnc(NC(=O)c2cc([N+](=O)[O-])ccc2N2CCOCC2)s1,2,11,4.6,.,0,.,-12,-15,1,3
CC1CC1C(=O)OCC(=O)Nc1ccccc1Oc1ccccc1 (configuration not stated),-1,13,0.4,-1,3,-1,-57,-2,0,2
O=C(COC(=O)Cc1ccsc1)Nc1ccc(Cl)cc1F,-1,9,0.5,.,3,.,-15,6,-3,-4
COc1ccc(-n2c(COc3cccc(C)c3)nnc2SCC(=O)NCc2ccco2)cc1,-1,7,0.6,2,-1,3,4,3,-4,5
O=C(CN1CCCSc2ccccc21)N1CCN(S(=O)(=O)c2cccc(F)c2)CC1,-3,11,-1.4,.,-4,.,-9,-1,-6,4
O=C1CN(C(=O)COC(=O)c2ccccc2Br)c2ccccc2N1,5,-7,0.5,.,-10,.,-3,13,-4,-5
CS(=O)(=O)N1CCC(C(=O)N2CCc3ccccc3C2)CC1,-2,3,0.1,0,-8,-7,-17,4,0,1
CCOC(=O)c1ccc(NC(=O)c2ccccc2N(C)S(=O)(=O)c2ccccc2)cc1,-2,-17,0.2,-17,-5,1,-4,4,3,-3

# Of the compounds above, these contain a Cl atom.
SMILES,Anthrax LF inh2,CCHFV vOTU inh,BoNT A protease,DUSP3 inh,Rv3671c inh,3CLpro inhibitor,PriA SSB inh,PrPC surface inh,BoNT F protease,MazF activator
Clc1ccc(CN2CCN(c3ncccn3)CC2)cc1,13,10,-2.4,9,1,4,0,6,?,6
O=C(C[C@H]1C[C@H](C(=O)N2CCCCC2)[C@@]2(CCc3ccccc3)c3[nH]c4ccc(Cl)cc4c3CCN2C1=O)NCc1cccc(C(F)(F)F)c1,2,-6,0.2,.,.,.,-6,6,-8,-16
CCN(CC(=O)N1CCN(C)CC1)S(=O)(=O)c1ccc(Cl)cc1,0,10,0.3,17,0,-2,-4,-2,-5,-3
Cc1cc2[nH]c(=O)c(=O)[nH]c2cc1S(=O)(=O)NCc1ccc(Cl)cc1,3,.,0.0,13,5,3,-6,.,-2,11
Cc1ccc(N2NC(=O)/C(=C/c3ccc(-c4ccc(Cl)c(C(=O)O)c4)o3)C2=O)cc1,-1,6,0.2,2,-1,2,11,-1,-1,2
O=C(COC(=O)Cc1ccsc1)Nc1ccc(Cl)cc1F,-1,9,0.5,.,3,.,-15,6,-3,-4

# Next part:
SMILES,Anthrax LF inh2,CCHFV vOTU inh,BoNT A protease,DUSP3 inh,Rv3671c inh,3CLpro inhibitor,PriA SSB inh,PrPC surface inh,BoNT F protease,MazF activator
COc1ccc(COC(=O)Nc2cn(C)nc2C(F)(F)F)cc1,-6,-5,0.0,10,-1,1,-9,13,-6,-6
CCN1CCN(S(=O)(=O)c2ccc(Cl)c(C(=O)N(C)CC(=O)Nc3c(C)cccc3C)c2)CC1,6,24,-1.0,.,.,.,0,-10,-4,2
C#CCOCCOCCOCCNc1nc(N2CCN(C(=O)Cn3cc(CCO)nn3)CC2)nc(N2CCN(C(=O)[C@H](C)n3cc(CCCN=C(N)N)nn3)CC2)n1,-13,-12,-0.8,.,.,.,-7,2,-6,16
CC1(C)CC(=O)N(Cc2ccccc2)C(=O)C1,-1,-6,0.1,-20,0,-4,1,2,0,10
O=C(Cn1[nH]c(=O)c2ccccc2c1=O)Nc1ccc(-c2nnc3n2CCCCC3)cc1,-1,1,-0.4,27,7,4,3,8,-15,7
CCC1(C)Cc2ccccc2-c2nc(NN)[nH]c(=O)c21 (configuration not stated),-10,-15,-1.6,19,-3,-1,0,3,-10,0
CCN(C[C@H]1N[C@@](CC)(C(=O)OC)[C@H]2C(=O)N(C)C(=O)[C@@H]12)C(=O)Nc1ccc(F)cc1,6,15,-0.6,.,1,.,-5,3,-7,9
COc1ccc(NC(=O)c2cccnc2SC)cc1S(=O)(=O)N1CCCCC1,1,7,1.1,0,0,2,-12,-9,2,4
CN(C)CCOc1cccc(Cl)c1,0,-7,0.6,1,5,-3,-4,8,4,4
O=C(O)/C(=C\c1cccc(F)c1)c1ccc(S(=O)(=O)N2CCCC2)s1,-6,4,-1.4,.,1,.,-8,-3,-4,1
C[C@H](CO)N1C[C@H](C)[C@@H](CN(C)C(=O)NC2CCCCC2)Oc2c(NC(=O)C3CCCCC3)cccc2C1=O,-5,-2,0.0,.,2,.,-3,-3,1,3
